# Assay outcomes: PubChem BioAssay, several laboratories
# E coli Lon inh: inhibitors of E. coli Lon protease | P0A9M0 | purified E. coli Lon protease, fluorescence polarization | inhibition, % at 7.94 µM | actives 0.42% (n = 360,000); in the data active means inhibition above about 13%, passing the limit was not always enough;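 further: 0% = enzyme with probe and DMSO and 100% = no enzyme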
# PABP1 MLLE inh: blocks PAM2 peptide binding to the PABP1 MLLE domain | P11940 | GST-MLLE / FITC-PAM2 fluorescence polarization | inhibition, % at 20 µM | actives 0.36% (n = 360,000); in the data active means inhibition above about 35%, passing the limit was not always enough;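 further: plate controls were DMSO wells with GST-MLLE for no effect and wells lacking GST-MLLE protein for full effect; some results filed as inactive read as strong as hits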
# Rin1 Abl inh: blocks binding of human Rin1 to Abl. P00519+Q13671. TR-FRET Rin1/Abl binding, biochemical. inhibition, % at 7.35 µM. actives 0.4% (n = 360,000). AID 588664; in the data active means inhibition above about 5%, passing the limit was not always enough
# MT1-MMP act inh: inhibitors of human MT1-MMP activation; HT1080 RFP-PRO-GFP cells, GFP/RFP ratio fluorescence, overnight; percent of plate control window, DMSO zero; GFP/RFP ratio change, % at 20 µM; actives 0.061% (n = 360,000); AID 651647;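 active means GFP/RFP ratio change of at least 30% with cell ATP level not reduced by more than half and red fluorescence within 50% of control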; further: strong numbers were not always called active
#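 Material – HT1080 RFP-PRO-GFP cells · Control set – DMSO wells and RFP-L50D-GFP cells · Incubation – overnight cell settling, then overnight compound exposure, 37 °C, 5% CO2 · Compound dosing – single-point 20 µM compound, 1% DMSO · Read-out – GFP/RFP fluorescence ratio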
# FAS TE block: blocks the thioesterase domain of human fatty acid synthase | inhibition, % at 15 µM | actives 0.67% (n = 360,000) | P49327 | recombinant FAS-TE, OMFH fluorogenic substrate, fluorescence endpoint;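 active means compounds whose normalised, plate-corrected inhibition of enzyme fluorescence in the single-dose primary screen is 50% or more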;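 further: 0% = DMSO with enzyme and 100% = substrate without enzyme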
# CendR NRP1 mod: alters CendR peptide binding to human NRP-1 | inhibition, % at 25 µM | actives 0.85% (n = 360,000) | AID 602438 | FAM-RPARPAR peptide binding to NRP-1, fluorescence polarization;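 active means inhibition or corrected inhibition above about 18%, plus a signal ratio from 0.5 to 1.5, limit read from the data, passing the limit was not always enough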; further: strong numbers were not always called active
# SKN-1 inh: C. elegans SKN-1 inhibition | actives 0.49% (n = 360,000) | AID 624304 | C. elegans VP596 Pgst-4::GFP/RFP ratio, acrylamide-induced, 24 h | inhibition, % at 21.8 µM;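 active means interference check ratio from 0.5 to 1.5 plus GFP to RFP signal ratio inhibition reaching or exceeding a fixed threshold, cut at about 30% in these data, passing the limit was not always enough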; further: some compounds called inactive have numbers as strong as hits
# Neddyl block: blocks human cullin neddylation | TR-FRET cullin neddylation, biochemical | calls only at 25 µM | actives 0.58% (n = 360,000) | AID 651699; in the data active means inhibition above about 36%
# bovine MsrA act: activators of bovine methionine sulfoxide reductase A | purified bovine MsrA, absorbance read-out | activation, % at 10.6 µM | actives 0.3% (n = 360,000) | AID 602163; in the data active means activation above about 7.5%;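 further: 0% = vehicle and 100% = reference activator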
# An asterisk follows results filed as active; i = inactive; . = no result given; & = joins results of further samples.
# Value order: E coli Lon inh	PABP1 MLLE inh	Rin1 Abl inh	MT1-MMP act inh	FAS TE block	CendR NRP1 mod	SKN-1 inh	Neddyl block	bovine MsrA act
1) CS(=O)(=O)c1ccc2nc(NC(=O)c3cccc(NS(=O)(=O)c4ccc(F)c(F)c4)c3)sc2c1
  -10	5	-2	-5	6	7	-2	.	-2
2) CCOc1ccccc1/C=N/NC(=O)CNC(=O)COc1ccccc1
  -1	0	3	-4	0	-4	-8	i	-1
3) CC(OC(=O)c1cccc(S(=O)(=O)N2CCN(C)CC2)c1)C(=O)Nc1ccc(C(N)=O)cc1 (configuration not stated)
  -10	-15	0	5	-6	-6	15	i	-1
4) CCc1nnc(NC(=O)C(CC)CC)s1
  1	-3	0	8	-4	1	-6	i	-2
5) Cc1ccccc1OCCC(=O)Nc1ccc2c(C)cc(=O)oc2c1
  -13	7	-8	3	3	13	13	i	-4
6) Brc1c(OCCOCCn2cncn2)ccc2ccccc12
  6	7	-9	-4	3	7	25	i	-3
7) Cc1ccc(CNS(=O)(=O)c2cn(C)cn2)cc1
  2	-4	2	9	-9	7	3	i	4
8) CCCCOc1ccc(S(=O)(=O)NC(=O)C2(C)CCN2C(=O)CCc2ccccc2)cc1 (configuration not stated)
  -3	6	1	3	-6	1	12	i	-7
9) CCc1ccc(N2C=C(C(=O)OC)C(c3ccccc3F)C(C#N)=C2N)cc1 (configuration not stated)
  .	.	.	4	.	-1	6	i	.
10) CCc1nc2ccc(C(=O)Nc3ccc(OC)c(OC)c3)cn2c1N(CCC(C)C)CCN(C)C
  3	1	-1	-2	-6	-8	9	i	-1
11) CSc1ccccc1OC1CCN(Cc2ccccc2)CC1
  -14	9	0	-2	1	2	8	i	3
12) CCOC(=O)C1=C(C(C)=O)C(c2cccnc2)C(C#N)=C(N)O1 (configuration not stated)
  -3	20	-2	-4	-4	3	4	i	1
13) O=C(Cc1ccc(Cl)cc1)Nc1ccccn1
  6	-1	-1	-3	-1	14	-9	i	-2
14) COc1ccccc1-n1c(-c2ccccc2)n[nH]c1=S
  5	11	-5	0	-2	8	-7	i	-3
15) C[C@H]1CN([C@@H](C)CO)C(=O)CCCn2nncc2CO[C@@H]1CN(C)S(=O)(=O)c1ccc(Oc2ccccc2)nc1
  -6	-2	0	-1	-9	-6	-7	i	-4

# Reprinted from the part before: 4 entries, followed by the next part.
# Value order: E coli Lon inh	PABP1 MLLE inh	Rin1 Abl inh	MT1-MMP act inh	FAS TE block	CendR NRP1 mod	SKN-1 inh	Neddyl block	bovine MsrA act
12) CCOC(=O)C1=C(C(C)=O)C(c2cccnc2)C(C#N)=C(N)O1 (configuration not stated)
  -3	20	-2	-4	-4	3	4	i	1
13) O=C(Cc1ccc(Cl)cc1)Nc1ccccn1
  6	-1	-1	-3	-1	14	-9	i	-2
14) COc1ccccc1-n1c(-c2ccccc2)n[nH]c1=S
  5	11	-5	0	-2	8	-7	i	-3
15) C[C@H]1CN([C@@H](C)CO)C(=O)CCCn2nncc2CO[C@@H]1CN(C)S(=O)(=O)c1ccc(Oc2ccccc2)nc1
  -6	-2	0	-1	-9	-6	-7	i	-4
16) C#CCNC(=O)C1=C[C@H](c2ccc(C(F)(F)F)cc2)C[C@H](OCc2ccc(CO)cc2)O1
  -5	8	3	6	0	10	2	i	0
17) O=C(Oc1ccc(-c2ccccc2)cc1)N1CCCCC1
  -8	-5	1	4	13	9	5	i	-5
18) CC(C)C[C@H]1CN=C(N(C)C)N1CC1CCCC1
  -7	8	1	0	-10	8	-9	i	-9
19) Cc1ccc(NC(=O)C2CCN(S(=O)(=O)c3ccc(F)cc3)CC2)cc1
  3	-5	1	3	2	-11	10	i	-5
20) O=C(OCc1cn([C@H]2CN(C(=O)c3cccs3)[C@@H](c3ccccc3)C[C@@H]2O)nn1)c1ccccc1
  -5	-9	-1	3	-1	-12	2	i	-7
21) Cn1ccnc1C(OC(=O)c1ccccc1)C(F)(F)F (configuration not stated)
  -5	7	1	-2	-3	18	-11	i	-2
22) Cc1cccc(Nc2nc(-c3ccc4c(c3)OCCO4)cs2)c1
  1	18	3	-4	16	-13	-5	i	-2
23) COc1ccc(-c2cn[nH]c2-c2ccc(OC)cc2O)cc1
  3	10	-1	-12	-71	-7	14	i	-4
24) O=C(C1=C[C@@H](c2coc3ccccc3c2=O)C[C@@H](OCCCCO)O1)N1CCOCC1
  -16	14	-1	-2	-10	12	-4	i	-3
25) Cc1cc(C)c(NC(=O)c2c[nH]c(=S)n2-c2ccc(F)cc2)c(C)c1
  -4	-20	-2	-5	0	-5	7	i	-2
26) O=CNCCCc1nc2ccccc2n1Cc1ccccc1
  -6	3	-1	2	-3	-6	-28	i	-14
27) CCOc1ccc(N(CC(=O)N2CCN(c3ccccc3F)CC2)S(=O)(=O)c2c(C)noc2C)cc1
  6	4	-6	0	0	0	5	i	1
28) C=CCNC(=S)N1CCC(C(=O)c2ccc(Cl)cc2)CC1
  6	-119	0	1	4	0	10	i	-5
29) CCN(CC)C(=O)C1=C(C)N(Cc2ccc(C(C)(C)C)cc2)C(=O)C(CC(=O)NCCc2ccccn2)C1 (configuration not stated)
  -10	-14	0	5	-6	-4	8	i	-1
30) CC(C)CCn1nc(C(=O)OCC(=O)NC(C)c2ccccc2)c2ccccc2c1=O (configuration not stated)
  -1	-23	-1	0	6	0	7	i	-1
31) COc1ccccc1CNC(=S)Nc1ccc2nc(N3CCN(C)CC3)cc(C)c2c1
  0	-39	-1	-4	-6	8	0	i	-1
32) O=C(CSc1nnc(NC(=O)c2cccc(F)c2)s1)NC1CC1
  7	6	5	0	-3	5	-7	i	-2
33) CCOC(=O)C1CCN(Cc2cn(C)nc2-c2ccc(Oc3ccccc3)cc2)CC1
  -3	6	3	-1	7	-7	-5	i	-3
34) O=C(CCC1CCCC1)NNC(=O)c1cc2ccccc2cc1O
  -3	3	-1	6	15	-30	8	i	-3
35) O=C(CN1CCOCC1)N/N=C/c1cccc2ccccc12
  0	8	0	-3	-6	8	17	i	-3
36) CCOc1cc(C#N)c(NC(=O)c2ccnn2C)cc1OCC
  0	-15	-2	-1	-4	3	-3	i	-1
37) COc1ccc(N2C(=O)CCC(C(=O)O)C2c2ccc(OC)c(OC)c2)cc1 (configuration not stated)
  -5	-3	-3	3	-8	4	-2	i	-6
38) CC(NC(=O)Cn1cnc2c1c(=O)n(C)c(=O)n2C)c1ccccc1 (configuration not stated)
  4	0	5	2	-3	-7	3	i	-2
39) Cc1cc(N2CCN(c3ccccc3Cl)CC2)n2cc(-c3ccccc3)nc2n1
  1	0	-1	4	28	-6	7	i	-1
40) CCOC(=O)C1=C2N(C)c3ccccc3N2CCC1=O
  -7	-8	2	4	-6	-7	2	i	-4
41) CCOC(=O)C1=c2s/c(=C\c3cccnc3)c(=O)n2C(N)=C(C(=O)OC)C1c1cccnc1 (configuration not stated)
  -2	0	0	-4	-9	1	26	i	-3
42) COc1ccc(C(c2nnnn2Cc2cccs2)N2CCN(c3ccccc3)CC2)cc1OC (configuration not stated)
  -9	-7	3	6	14	1	5	i	-2
43) Cc1ccc(C(=O)CNc2cccc(Cl)c2)cc1
  -7	8	1	1	-2	-2	9	i	-4
44) CCC(C(=O)NC1CCCCCC1)c1ccccc1 (configuration not stated)
  -1	13	0	1	1	-6	4	i	0
45) CC(=O)NC(Cc1c[nH]c2ccccc12)C(=O)OCC(=O)N1CCCCCC1 (configuration not stated)
  -2	2	-1	-1	-3	12	-1	i	-3
46) COc1cc(OC)c(NC(=O)CC2SC(N)=NC2=O)cc1Cl (configuration not stated)
  1	-1	-5	-1	-8	0	9	i	-1
47) COC(=O)CC(NC(=O)c1cccs1)c1ccc(OC)c(OC)c1 (configuration not stated)
  -2	-5	1	2	-6	-1	-4	i	1
48) O=C(COC(=O)c1ccc(F)cc1)NCC1COc2ccccc2O1 (configuration not stated)
  8	4	3	3	-3	-3	-3	i	-2
49) COc1cccc(CNC(=O)CNC(=S)N(Cc2ccccc2)Cc2ccccc2F)c1
  3	-165	-1	-5	21	-2	-3	i	-3
50) Nc1nonc1C(=O)OCC(=O)N1CCCCC1
  -6	5	0	5	-9	5	-3	i	-4
51) CC(OC(=O)C1CC(=O)N(Cc2ccccc2)C1)C(=O)Nc1ccc(F)cc1Cl (configuration not stated)
  -11	5	0	-1	-7	-13	-7	i	-2
52) COc1ccc(CNCCS(=O)(=O)NC2CCCCC2)cc1
  -6	-3	2	4	-5	5	-4	i	-4
53) CN(C(=O)c1ccccc1)c1ccccc1C(=O)NCCc1ccccc1
  -2	0	3	-5	0	23	11	i	-4
54) O=C(CN1CCOCC1)N/N=C/c1c(O)ccc2ccccc12
  -28	-2	-7	-3	-6	-13	-3	i	-10
55) COc1cc(/C=N/NC(=O)c2ccncc2)ccc1OC(=O)c1ccc([N+](=O)[O-])cc1
  -6	4	1	1	11	-2	-15	i	-5
56) COc1ccc(-n2nc(C(=O)Nc3ccc4c(c3)OCO4)c3ccccc3c2=O)cc1
  5	-7	1	-5	24	-2	-16	i	-9
57) CS(=O)(=O)Oc1ccc(Br)cc1/C=C1/N=C(c2ccco2)OC1=O
  -1	8	4	0	-11	-6	2	i	-2
58) O=C(c1cc(-c2ccccn2)nc2c(Cl)cccc12)N1CCN(C(=O)C2CCCO2)CC1 (configuration not stated)
  -2	1	0	-5	-6	-1	-7	i	-13
59) CC1(C(=O)NS(=O)(=O)c2cccs2)CCN1C(=O)c1ccccc1 (configuration not stated)
  0	11	3	5	-7	9	-4	i	-10
60) CN(C)CCCN(C(=O)CCc1ccccc1)c1nc2ccc(Br)cc2s1
  -8	4	-3	-15	19	-12	7	i	-2
61) CN1C(C(=O)NCC2CC2)CC2Cn3c(nc4cc(Cl)c(Cl)cc43)C21 (configuration not stated)
  -1	-10	-2	1	-4	-11	20	i	-3
62) O=C(COc1ccc2ccc(=O)oc2c1)NCCc1c[nH]c2ccc(F)cc12
  -7	7	1	3	13	8	-4	i	-4
63) COc1ccc(CC(=O)Nc2ccc(N3CCN(c4ccc(OC)cc4)CC3)c(C#N)c2)cc1
  -3	5	-3	8	14	-6	-3	i	-11
64) C/C=C/c1ccc(OCC(=O)OCC2=C(C(=O)OCC)C(C)NC(=O)N2)c(OC)c1 (configuration not stated)
  -4	-5	2	-1	-4	-3	1	i	-11
65) Cc1ccc(NS(=O)(=O)c2ccc(NC(=O)C3CC3)cc2)cc1C
  1	-9	0	4	6	14	3	i	-4
66) CSc1ccccc1-n1nnnc1SCC(=O)Nc1cc(C)ccc1C
  -2	4	3	-6	6	-1	-5	i	-4
67) CN1C2CCC1CC(OC(=O)c1c[nH]c3ccccc13)C2 (configuration not stated)
  -5&3	-3&-9	5&3	2&-3	-2&-6	1&-12	1&9	i	-1&1
68) COC(=O)CCS(=O)(=O)c1ccc(Cl)cc1
  -2	8	2	6	-9	12	2	i	-1
69) CCc1cc(C(=O)Cc2nc3ccccc3s2)c(O)cc1OCC(=O)O
  -8	4	-4	6	-1	-15	1	i	-5
70) CS(=O)c1ccccc1COC(=O)Nc1ccc(Cl)cc1 (configuration not stated)
  4	1	-1	1	-1	-2	-9	i	-11
71) NC(=O)C1CCN(C(=O)CCc2ccsc2)CC1
  -4	14	1	2	-8	2	-1	i	-7
72) Cc1ccc(S(=O)(=O)NCCCN2CCOCC2)cc1C
  -13	-1	3	0	-4	13	6	i	-2
73) O=c1c2ccccc2nc(SCc2nnc(-c3ccccc3Br)o2)n1-c1ccccc1
  -3	-11	2	-5	26	-3	6	i	5
74) CC1(C(=O)NS(=O)(=O)c2ccc(Cl)cc2)CCN1C(=O)Cc1ccc(-c2ccccc2)cc1 (configuration not stated)
  -5	0	4	-1	-2	-9	14	i	-2
